Screening data from PubChem BioAssay.
Polio RdRp inh = inhibitors of poliovirus RNA polymerase binding and polymerization | P03300 | % elongation, % (compound at 16.7 µg/mL) | 150,000 tested, 0.66% active | poliovirus polymerase elongation, fluorescence polarization; active compounds read low; in the data active means % elongation below about 90%; further: some results filed as inactive read as strong as hits
Target sequence (P03300 1749-2209 limits assumed): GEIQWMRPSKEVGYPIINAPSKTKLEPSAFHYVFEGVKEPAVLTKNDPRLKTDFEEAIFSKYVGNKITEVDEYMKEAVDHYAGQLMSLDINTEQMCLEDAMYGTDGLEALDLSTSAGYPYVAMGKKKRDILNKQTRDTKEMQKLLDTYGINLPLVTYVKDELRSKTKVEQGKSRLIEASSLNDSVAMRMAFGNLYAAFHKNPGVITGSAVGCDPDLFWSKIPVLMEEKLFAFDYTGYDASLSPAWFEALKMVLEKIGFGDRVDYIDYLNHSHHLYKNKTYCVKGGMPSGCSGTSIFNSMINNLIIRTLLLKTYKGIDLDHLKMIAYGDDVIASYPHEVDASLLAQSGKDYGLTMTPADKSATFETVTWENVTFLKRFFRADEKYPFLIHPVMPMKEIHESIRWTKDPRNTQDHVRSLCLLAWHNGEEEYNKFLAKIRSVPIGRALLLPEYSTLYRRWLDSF
Polio RdRp inh FP z-score = further read-out of Polio RdRp inh, marked with its call; z-score; measured here: FP z-score; hits read low
An asterisk follows results filed as active. A portion of the library; the hit share may differ from the screen's.

Compound,Polio RdRp inh,Polio RdRp inh FP z-score
CC(=O)c1cccc(NC(=O)c2cc(-c3ccc4c(c3)OCCO4)on2)c1,107,0
CCS(=O)(=O)N1CC(=O)N(c2cc(C)cc(C)c2)C(C)(C(=O)NC2CCCCC2)C1 (stereo unspecified),106,0.1
CC(C)c1ccc(NC(=S)Nc2cccc(C(F)(F)F)c2)cc1,106,0.3
O=C(NCc1ccc(F)cc1)c1cc2c(=O)n3ccccc3nc2s1,110,1
C=CCN1CNc2c(c(=O)[nH]c(=S)n2-c2cccc(C)c2C)C1,101,-0.1
O=C(c1ccc2c(Cl)c3c(nc2c1)CCCC3)N1CC=C(c2ccccc2)CC1,100,-1.3
COC(=O)CSc1nc(N)nc(C)c1Br,102,0
S=c1[nH]c(=S)c2cnc(N3CCOCC3)nc2[nH]1,104,0
CCNc1nc2ccccc2s1,103,0.6
Nn1c(CCn2c3ccccc3c3ccccc32)n[nH]c1=S,103,0.3
CC1=CCC(C(C)(C)NC(=O)c2ccccc2)C/C1=N/O (stereo unspecified),99,0
COc1ccc(CNC(=O)COC(=O)c2ccccc2NS(C)(=O)=O)cc1OC,97,-0.4
COc1cc2c(cc1NC(=O)COc1ccc(Cl)cc1Br)oc1ccccc12,101,-0.9
O=C(c1cc2cc3ccc(Cl)cc3nc2o1)N1CCN(c2cccc(Cl)c2)CC1,107,-0.5
Cc1ccc(N2C=NNC(=O)C2)cc1C,101,-0.2

Compound,Polio RdRp inh,Polio RdRp inh FP z-score
COc1ccccc1CC(=O)NC1CCCCC1,102,-0.3
CCOc1ccc(-n2ccnc2SCC(=O)Nc2ccccc2)cc1,100,-0.3
C=CCn1cnnc1SCC(=O)c1ccccc1OC,111,1.6
COC(=O)c1cc(COC(=O)CCc2nc3ccccc3s2)oc1C,104,-0.3
CC(C)C(O)(C#CCN1CCCCC1)C(C)C,102,0
Cc1ccc(-n2c(SCC(=O)Nc3cccc(C)c3)nc3c(oc4ccccc43)c2=O)cc1,107,0.9
CC(C)c1nc2ccccc2n1C(C)C(=O)O (stereo unspecified),99,-0.5
O=C1OCc2cccc3cccc(c23)S(=O)c2cccc3cccc1c23 (stereo unspecified),101,-0.4
O=C(NCc1ccc2c(c1)OCO2)C1(S(=O)(=O)c2ccc(Cl)cc2)CC1,101,-0.2
Cc1cc(Br)ccc1NC(=O)C1CCN(S(=O)(=O)c2ccc(Br)s2)CC1,111,0.8
Cc1cc(C)c(OCCn2ccnc2)c(C)c1,101,0.4
Cc1nccn1Cc1ccc(C(=O)O)cc1,100,-0.4
COc1cc2c(cc1OC)CN(C(C)C(=O)Nc1cccc(C#N)c1)CC2 (stereo unspecified),98,-0.6
CC(C)(C)c1cc(NC(=O)COC(=O)c2ccc(Br)o2)n(-c2ccccc2)n1,100,-0.2
O=C(Nc1ccc(F)cc1)c1csc2c1CCCCC2,98,-2

Whole records from above. Order of values: Polio RdRp inh | Polio RdRp inh FP z-score
Profile of `COc1ccc(CNC(=O)COC(=O)c2ccccc2NS(C)(=O)=O)cc1OC` = 97 | -0.4
Profile of `CC(C)(C)c1cc(NC(=O)COC(=O)c2ccc(Br)o2)n(-c2ccccc2)n1` = 100 | -0.2
Profile of `Cc1cc(C)c(OCCn2ccnc2)c(C)c1` = 101 | 0.4
Profile of `C=CCN1CNc2c(c(=O)[nH]c(=S)n2-c2cccc(C)c2C)C1` = 101 | -0.1

Later entries.
Compound,Polio RdRp inh,Polio RdRp inh FP z-score
CCn1ccc2cc(S(=O)(=O)N3CCCN(C(=O)NCC(=O)OC)CC3)ccc21,108,0.3
Cc1ccc(NC(=O)Cn2cc(/C=C3/NC(=O)NC3=O)c3ccccc32)cc1,102,0.2
c1coc(-c2cc(-c3nc4ccccc4s3)c3ccccc3n2)c1,106,0.4
O=C(Cc1cccc(C(F)(F)F)c1)Nc1ccccc1,101,0
Cc1cc(CN2CCN(c3ccc(F)cc3)CC2)cs1,101,-1.1
CC(C)(C)c1nnc2sc(COc3ccc(Br)cc3)nn12,99,-1.5
CCOC(=O)C1CCCN(c2c3c(nc4cc(-c5ccc(C)cc5)nn24)CCC3)C1 (stereo unspecified),99,-0.6
Cn1c(=O)n(C)c2cc(NC(=O)C3COc4ccccc4O3)ccc21 (stereo unspecified),102,-0.1
CCOC(=O)C1CCN(C(C)C(=O)Nc2ccc(C(C)C)cc2)CC1 (stereo unspecified),104,0
O=C(OCc1nc2ccccc2s1)c1cccc(-n2cnnn2)c1,110,1
O=C(OCc1c(Cl)nc2sccn12)c1cc2c(s1)CCCC2,100,-0.1
COC(=O)CCC(=O)c1c(C)[nH]c2ccccc12,111,0.7
Cc1cccc(S(=O)(=O)c2cn(Cc3ccc(F)cc3)c3cc(N4CCOCC4)c(F)cc3c2=O)c1,110,1.2
CC(C)NS(=O)(=O)NC(C)C,100,-0.1
COc1ccc(NC(=O)Nc2cccc(-c3noc(C)n3)c2)cc1,107,0

Compound,Polio RdRp inh,Polio RdRp inh FP z-score
NC1=C(c2nc3ccccc3s2)CC(c2ccccc2)O1 (stereo unspecified),119,1.8
Fc1ccc(-n2ncc3c(NCCC4=CCCCC4)ncnc32)cc1,112,0.9
COc1ccc(N(Cc2nc3ccccc3s2)S(=O)(=O)c2cccs2)cc1,104,0.1
CC1CCN(S(=O)(=O)c2ccc3c(c2)N(CC(=O)NCCc2ccccc2)C(=O)CO3)CC1,114,-0.1
O=C1OCCC1Sc1ncc(C(F)(F)F)cc1Cl (stereo unspecified),102,0.1
CC1(C)CC(=O)C(C=NC(Cc2ccccc2)C(=O)O)=C(O)C1 (stereo unspecified),99,-0.3
O=C(C1CC(=O)N(C2CCCCCCC2)C1)N1CCC2(CC1)OCCO2 (stereo unspecified),100,-0.3
O=C(NC1=NCCS1)C1CCN(S(=O)(=O)c2ccc3c(c2)OCCCO3)CC1,102,-0.3
C=Cc1ccc(Cn2nc(-c3ccc(C)c(S(=O)(=O)N(CC)CC)c3)ccc2=O)cc1,106,0.3
COc1cc(OC)c(C2CC(=O)Nc3ccc4ccccc4c32)cc1OC (stereo unspecified),104,-0.4
Cc1ccc(NC(=O)CNc2ccccc2)cc1,107,0.4
O=C(c1ccco1)N1CCN(C(=O)C2CCCO2)CC1 (stereo unspecified),98,-0.3
COC(=O)c1c(NC(=O)Cc2coc3ccc(C)cc23)sc2c1CCC2,117,0.1
CC(C)(C)NC(=O)[C@@H]1C[C@@H]2CCCC[C@@H]2CN1,100,-0.7
CCCCNC(=O)CCCCCn1c(=O)[nH]c2ccccc2c1=O,103,0

Three entries from above, with values under each structure:
Each structure is followed by: Polio RdRp inh, Polio RdRp inh FP z-score
- CC1(C)CC(=O)C(C=NC(Cc2ccccc2)C(=O)O)=C(O)C1 (stereo unspecified)
  99, -0.3
- O=C(C1CC(=O)N(C2CCCCCCC2)C1)N1CCC2(CC1)OCCO2 (stereo unspecified)
  100, -0.3
- O=C(NC1=NCCS1)C1CCN(S(=O)(=O)c2ccc3c(c2)OCCCO3)CC1
  102, -0.3

(listing goes on)
Compound,Polio RdRp inh,Polio RdRp inh FP z-score
COc1ccc2oc(=Nc3ccc(C(=O)O)cc3)c(C(=O)NCc3ccccc3)cc2c1,103,0.3
CCCCN1C(=O)C(O)(CC(=O)c2ccc(C)cc2C)c2cc(Br)ccc21 (stereo unspecified),106,-0.8
COc1cccc(NC(=O)NC(C)(C)C)c1,101,-0.6
Cc1oc(-c2cccc(Cl)c2)nc1CN1CCC(C(=O)NCCCN2CCCC2)CC1,101,-0.1
O=c1[nH]cnc2c1sc(=S)n2-c1ccccc1,106,0.2
CC1CC(C)(C)NC(=S)N1CC(=O)N1CCN(c2ccc(F)cc2)CC1 (stereo unspecified),100,-0.8
N#C/C(=C/c1ccc(-c2ccc(S(N)(=O)=O)cc2)o1)C(=O)Nc1cc(Cl)ccc1Cl,51,-9.7
CC(=O)Nc1ccc(NS(=O)(=O)c2cc3c4c(c2)CC(=O)N4CCC3)cc1,117,2.1
CCOc1ccc(Br)cc1C=Nc1ccc2c(c1)OCO2,105,0.1
Cc1nc(SCC(=O)Nc2c(C)nn(C)c2C)c2cnn(-c3ccccc3)c2n1,100,-0.4
Cc1cc(NC(=O)C(F)(F)C2(F)OC(F)(F)C(F)(F)C2(F)F)no1 (stereo unspecified),97,-0.2
Cc1nn2c(-c3ccc(NC(=O)c4ccccc4Cl)cc3)nnc2c2ccccc12,104,0.6
O=C(Nc1cc2ccccc2s1)NC1Cc2ccccc2C1,105,0.6
COc1nc(-c2ccccc2)cc(-c2ccccc2)c1C#N,105,0.1
O=C(NCc1ccc(Cl)cc1)C(=O)NCC(c1cccs1)S(=O)(=O)c1ccc(Cl)cc1 (stereo unspecified),105,-0.4

Compound,Polio RdRp inh,Polio RdRp inh FP z-score
NC(=O)CSc1nc2c(c(=O)n1-c1ccccc1)C1=C(CCC1)C2,97,-0.3
O=C(CSc1nc2nccnc2c(=O)n1Cc1ccccc1)Nc1ccccc1C(F)(F)F,103,0.6
COc1ccc(C(=O)OCC(N)=O)cc1OC,100,-0.3
CC1CC(C)CN(S(=O)(=O)c2ccc(/C(O)=C(\C#N)c3nc4ccccc4s3)cc2)C1 (stereo unspecified),103,0.7
O=C1/C(=C/c2ccccc2)Nc2ccccc21,77,-4.8
CCOC(=O)/C(C)=N/Nc1ccc(F)cc1,100,-0.2
CCN1CCCC1CNS(=O)(=O)c1ccc(F)cc1F (stereo unspecified),104,0.3
Cc1ccc(OCC(=O)n2c(SCc3ccc(F)cc3)nc3ccccc32)cc1,100,-0.1
CC(C)C(O)(C#CCN1CCOCC1)C(C)C,102,0.1
CC(C)COc1ccc(C(=O)Nc2nnc(S(=O)(=O)N(C)Cc3ccco3)s2)cc1,106,-0.6
CN(C(=O)c1ccn[nH]1)C1CC(C)(C)N(C)C(C)(C)C1,109,0.6
CCCCOC(=O)c1ccc(Nc2nc3ccccc3c3nnc(C)n23)cc1,107,0.3
Cc1ccc(-c2onc3ccc(Br)cc23)cc1,103,0.7
CNC(=S)N(CCO)Cc1cc2cc3c(cc2[nH]c1=O)OCCO3,101,-0.2
COC(=O)c1c(C)c(=O)[nH]c2ccccc12,103,0.4

Sorted by length of the SMILES (smallest number first): part of the list above.
Compound,Polio RdRp inh,Polio RdRp inh FP z-score
Cc1ccc(-c2onc3ccc(Br)cc23)cc1,103,0.7
COC(=O)c1c(C)c(=O)[nH]c2ccccc12,103,0.4
CN(C(=O)c1ccn[nH]1)C1CC(C)(C)N(C)C(C)(C)C1,109,0.6
CCCCOC(=O)c1ccc(Nc2nc3ccccc3c3nnc(C)n23)cc1,107,0.3

New compounds follow.
Compound,Polio RdRp inh,Polio RdRp inh FP z-score
CN(C)CCNC(=O)c1ccc2c(c1)OCO2,102,0.4
O=S(=O)(c1ccc(Cl)cc1)N(Cc1ccco1)CC(O)Cn1c2ccccc2c2ccccc21 (stereo unspecified),105,1
O=C(Nc1ccc(-c2ccccc2)cc1)c1ccc(Br)o1,99,-1.3
CC(=O)Nc1nc(C2COc3ccccc3O2)cs1 (stereo unspecified),101,-0.4
COc1ccc(CCNC(=O)c2ccc(Cn3c(=O)c4cccn4c4cccnc43)cc2)cc1OC,104,-0.6
CN(C)c1ccc2cccc(O)c2n1,101,0.5
CC(=O)NNc1ncnc2c1cnn2-c1ccccc1,113,1.1
CCOc1ccc(NC(=O)N(C(C)C)C2CCN(C(C)=O)CC2)cc1,115,1.1
O=C(O)/C=C1\SC(=O)N(Cc2ccccc2)C1=O,102,0
COC(=O)Cn1c(Cc2ccccc2)nc2ccccc21,107,0.4
Cc1ccc(Cl)cc1N1CCN(C(=O)c2cnn(C)c2C2CCN(C(=O)OC(C)(C)C)CC2)CC1,108,0.5
Cc1cccc(OCc2nn[nH]n2)c1C,105,1.6
CCc1nnc2c(Nc3cccc(F)c3)nc3ccc(C(=O)c4ccccc4)cc3n12,110,1.4
O=C(Cn1nc(-c2ccccc2)c2ccccc2c1=O)NCCO,105,0.8
CCOC(=O)CSc1nc2ccc(Br)cc2c(=O)n1C,102,0.4

Compound,Polio RdRp inh,Polio RdRp inh FP z-score
c1ccc(N2CCN(Cc3cccn3-c3nnc(N4CCN(C5CCCCC5)CC4)s3)CC2)cc1,106,0.1
CCc1ccc(NC(=O)C(=O)NCCc2sc3nc(-c4ccc(OC)cc4)nn3c2C)cc1,110,0.8
O=C1CC(c2ccc(F)cc2)CC(O)=C1C=NCCN1CCNCC1 (stereo unspecified),101,-0.2
CCCNc1ccccc1OCC,103,0.6
CCOC(=O)c1c(CN2CCOCC2)[nH]c(C(=O)OCc2ccccc2)c1C,109,0.7
CC(=O)N[C@@H](C)C(=O)NCc1ccc2c(c1)OCO2,101,-0.2
Cc1c(Cl)cccc1NN,100,-0.3
Cc1ccc(CNS(=O)(=O)c2ccc3oc(=O)c4ncn(C)c4c3c2)cc1,104,0.7
OCCCc1nc2ccccc2n1CCCCOc1ccccc1,106,0.2
CC(=O)OC(C(=O)NCc1ccco1)c1ccncc1 (stereo unspecified),103,0.3
Cc1ccc(NC(=O)CCCn2nc(C)c3c(C)n(-c4ccccc4)nc3c2=O)cc1Cl,113,0.9
Cc1ccc(Cn2c(SCc3ccc(C(=O)NC4CCCCC4)cc3)nc3ccncc32)cc1,112,0.5
CC(C)(C)P(=NC(=S)NCc1ccccc1)(N1CCOCC1)N1CCOCC1,100,0
CCc1ccc2occ(CC(=O)Nc3ccc(Cl)cc3)c2c1,103,0.3
CC1CCN(C(=O)CN2N=C(c3ccccc3)CCC2=O)CC1,103,0.5
CSc1nc(Nc2ccc(F)cc2)cc(-c2ccccc2)n1,105,-0.4
Cc1ccc(NC(=O)C2CCCN2S(=O)(=O)c2cccc3cccnc23)cc1 (stereo unspecified),104,-0.2
CC1CCC(NC(=O)Cn2ncn3c(cc4sccc43)c2=O)CC1 (stereo unspecified),98,-2.6
